High-throughput results from PubChem.
PPARg SRC-2 ag: agonists of PPARg-SRC-2 recruitment, primary screen, biochemical, HTS; Peroxisome proliferator-activated receptor gamma (Homo sapiens), P37231; AID 1032, 2008; 200,000 compounds, 0.34% hits; PPARgamma LBD-SRC-2 recruitment; activation, % at 8 µM; in the data active = activation above about 22%;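 also: 0% = vehicle and 100% = reference agonist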
Target sequence (P37231 whole entry, looked up, the tested form may be a part): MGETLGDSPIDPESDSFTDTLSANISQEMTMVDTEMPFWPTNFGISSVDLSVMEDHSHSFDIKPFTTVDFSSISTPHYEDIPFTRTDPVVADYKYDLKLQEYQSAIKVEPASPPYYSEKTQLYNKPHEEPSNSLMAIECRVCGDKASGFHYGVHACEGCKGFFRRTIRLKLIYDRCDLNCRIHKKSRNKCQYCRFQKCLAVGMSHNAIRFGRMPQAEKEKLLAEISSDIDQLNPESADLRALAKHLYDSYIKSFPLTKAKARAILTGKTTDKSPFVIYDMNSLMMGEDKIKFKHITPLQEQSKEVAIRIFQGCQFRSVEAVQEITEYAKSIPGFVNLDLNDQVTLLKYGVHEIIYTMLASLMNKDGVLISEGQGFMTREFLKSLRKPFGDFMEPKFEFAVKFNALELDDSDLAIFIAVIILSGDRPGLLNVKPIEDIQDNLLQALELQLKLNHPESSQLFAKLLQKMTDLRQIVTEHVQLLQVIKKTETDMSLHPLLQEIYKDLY
PMI act satM6P: human PMI activators, high substrate, primary screen, biochemical, fluorescence intensity, near-saturating mannose 6-phosphate; activation factor at 20 µM; Mannose-6-phosphate isomerase (Homo sapiens), P34949; 190,000 compounds, 0.34% hits; coupled PMI enzyme assay, resazurin fluorescence, 20 min; stronger effect = higher value; 1 = untreated enzyme, 0 = substrate-free blank; AID 1216, 2008;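 active = activation factor of 2 or more at 20 µM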
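Test system: Human PMI in coupled enzyme assay | Input: 15 ng/mL PMI | Medium: HEPES-buffered pH 7.4 with magnesium and detergent | Compound: One concentration, 20 µM, in 1% DMSO | Incubation: Enzyme reaction with compound 20 min at room temperature | Detection: Diaphorase-driven resazurin-to-resorufin fluorescence, excitation 544, emission 590 nm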
PPARg SRC1 recr: PPARgamma agonists recruiting SRC-1 coactivator, primary screen, biochemical | Peroxisome proliferator-activated receptor gamma (Homo sapiens), P37231 | PPARgamma-SRC-1 coactivator recruitment biochemical assay | activation, % at 8 µM | 200,000 compounds, 0.41% hits | AID 631, 2007; in the data active = activation above about 19%;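 also: 0% = DMSO and 100% = reference agonist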
Diaph inh CS: diaphorase inhibitors and chemical oxidizers, primary screen, counter-screen for diaphorase-coupled primary assays, biochemical, uHTS, resorufin fluorescence; AID 1217, 2008; 190,000 compounds, 0.69% hits; diaphorase resazurin-to-resorufin fluorescence, NADH, 16 min; bacterial (C. kluyveri) enzyme, not human; inhibition, % at 20 µM;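 active = primary screen inhibition at 20 µM above a set limit, cut at about 50% in these data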;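 also: plate controls were DMSO with full reaction for no effect and wells lacking NADH for full effect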
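System: Diaphorase enzyme from Clostridium kluyveri | Amount: Enzyme working solution with 0.14 U/mL diaphorase | Benchmarks: No-NADH positive control and DMSO neutral control | Signal: Fluorescence of resorufin formed from resazurin, Ex 544/Em 590 nm | Schedule: 16-min room-temperature incubation before reading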
PPARg SRC3 recr: PPARgamma agonists recruiting SRC-3 coactivator, primary screen, biochemical; activation, % at 8 µM; 200,000 compounds, 0.26% hits; Peroxisome proliferator-activated receptor gamma (Homo sapiens), P37231; biochemical PPARgamma/SRC-3 coactivator recruitment assay; in the data active = activation above about 23%;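 also: 0% = DMSO and 100% = reference agonist; some compounds past the cut are filed as inactive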
G6PDH CS: L. mesenteroides G6PDH inhibitors, counter-screen for G6PDH-coupled screening assays, biochemical, Leuconostoc mesenteroides enzyme; 200,000 compounds, 0.12% hits; AID 1020, 2008; glucose-6-phosphate dehydrogenase [Leuconostoc mesenteroides]; inhibition, % at 5 µM; Purified L. mesenteroides G6PDH, diaphorase/resazurin coupled fluorescence, 45 min; in the data active = inhibition above about 50%
Diaph act CS: compounds boosting diaphorase resazurin reduction – biochemical, uHTS, resorufin fluorescence, counter-screen for diaphorase-coupled primary assays, primary screen | Diaphorase/resazurin coupled assay, 16 min; stronger effect = higher value; 1 = vehicle wells, 0 = NADH-free wells | activation factor at 20 µM | 190,000 compounds, 0.005% hits | AID 1229, 2008;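 active = diaphorase activity raised at least twofold by the compound at 20 µM; inactive = activation factor below 2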
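Test system: Clostridium kluyveri diaphorase, purified enzyme; input: enzyme 0.07 U/mL final; buffer or medium: 50 mM HEPES pH 7.4 with 4.542 mM MgCl2, 0.005% Tween 20; also added: 0.114 mM NADH and 0.1 mM resazurin, final amounts; schedule: 16 min enzyme reaction, ambient temperature; technique: fluorescence of resorufin, 544 nm excitation, 590 nm emission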
TR-FRET SRC-2 ct: TR-FRET signal artefacts, primary screen, artefact control for PPARgamma SRC-2 agonist project, biochemical; TR-FRET artefact counter-screen; stronger effect = higher value; TR-FRET ratio at 8 µM; 200,000 compounds, 0.4% hits; AID 1049, 2008; in the data active = TR-FRET ratio above about 2000; also: inactives centre near 1500
S1P3 antagonist: S1P3 receptor antagonists, primary screen, cell-based; Sphingosine 1-phosphate receptor 3 (Homo sapiens), Q99500; inhibition, % at 4.98 µM; CHO S1P3 NFAT-BLA reporter, FRET fluorescence, antagonist mode; 170,000 compounds, 0.27% hits;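 active = inhibition above the plate cutoff, the mean inhibition of test wells on that plate plus 3 SD, cut at about 28% in these data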;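 also: cells challenged with S1P at its EC80 of 0.8 µM; blue over green emission ratio from cleaved BLA substrate after 4 h stimulation; 0% = S1P-stimulated wells and 100% = unstimulated DMSO-only wells; some compounds past the cut are filed as inactive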
Target sequence (Q99500 whole entry, looked up): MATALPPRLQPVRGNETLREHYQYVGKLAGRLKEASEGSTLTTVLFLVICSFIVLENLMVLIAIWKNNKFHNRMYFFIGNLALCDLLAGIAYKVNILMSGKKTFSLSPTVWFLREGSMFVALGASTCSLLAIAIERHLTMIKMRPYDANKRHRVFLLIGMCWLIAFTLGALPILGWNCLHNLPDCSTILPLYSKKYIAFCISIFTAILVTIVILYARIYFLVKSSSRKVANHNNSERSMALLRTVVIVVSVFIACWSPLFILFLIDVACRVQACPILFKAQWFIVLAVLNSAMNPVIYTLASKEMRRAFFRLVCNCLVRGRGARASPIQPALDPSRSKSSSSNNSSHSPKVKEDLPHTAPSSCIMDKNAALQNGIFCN
PMI activator: activators of human PMI, primary screen, biochemical, fluorescence intensity, near-Km mannose 6-phosphate | purified human PMI, coupled resazurin fluorescence, 20 min; stronger effect = higher value; 1 = vehicle control, 0 substrate-free wells | activation factor at 20 µM | 190,000 compounds, 0.005% hits;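 active = activation factor of 2 or more at 20 µM, relative to plate controls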
ROMK primary: ROMK potassium channel modulators, primary screen, cell-based, thallium flux, MLSMR library; 130,000 compounds, 2% hits; Tet-inducible ROMK, thallium flux fluorescence; actives lie on both sides; B-score at 10 µM;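 active = signal ratio slope over the read window, or its plate-corrected B-score, at least 3 SD from the plate mean, either direction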;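 also: B-score of the F/F0 ratio slope over 7 to 12 s after thallium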
Starred values were filed as active, the others as inactive; / = no result given.

Labels used below – A = PPARg SRC-2 ag; B = PMI act satM6P; C = PPARg SRC1 recr; D = Diaph inh CS; E = PPARg SRC3 recr; F = G6PDH CS; G = Diaph act CS; H = TR-FRET SRC-2 ct; I = S1P3 antagonist; J = PMI activator; K = ROMK primary
1: N#CCSCC(=O)Nc1ccccc1
  A: 14 | B: 1 | C: 8 | D: 2 | E: -2 | F: 7 | G: 1 | H: 1618 | I: -42 | J: 0.9 | K: 0.33
2: COc1ccc(N2CCN(Cc3nc4cc(Cl)ccc4c(=O)[nH]3)CC2)cc1
  A: 8 | B: 0.9 | C: 9 | D: 3 | E: 2 | F: 0 | G: 1 | H: 1558 | I: 15 | J: 1 | K: -0.49
3: COc1ccc(CSCCN)cc1Cl
  A: 11 | B: 1 | C: 1 | D: -5 | E: -3 | F: 16 | G: 1 | H: 1498 | I: -13 | J: 1 | K: /
4: CCOC(=O)c1c(CC(C)C)csc1NC=O
  A: 3 | B: 1 | C: 0 | D: -3 | E: -20 | F: 0 | G: 1 | H: 1526 | I: 29 | J: 1 | K: /
5: COc1ccccc1C(C)NCC(=O)Nc1c(F)cccc1F (stereo not given)
  A: 2 | B: 1 | C: 3 | D: 9 | E: 1 | F: 6 | G: 0.9 | H: 1527 | I: -10 | J: 1 | K: -1.1
6: CC(=O)NC(=S)Nc1cc(C(=O)O)ccc1Cl
  A: -6 | B: 1 | C: 0 | D: 12 | E: -1 | F: 4 | G: 0.9 | H: 1484 | I: -8 | J: 1 | K: /
7: Cc1ccc(S(=O)(=O)N2CCOCC2)cc1NC(=O)CN1CCN(c2ccc(O)cc2)CC1
  A: -4 | B: 0.5 | C: 6 | D: 35 | E: 7 | F: 3 | G: 0.7 | H: 1612 | I: -19 | J: 0.8 | K: -0.31
8: O=Cc1ccccc1-n1cncn1
  A: -2 | B: 1 | C: -6 | D: 6 | E: -2 | F: 12 | G: 0.9 | H: 1315 | I: 3 | J: 1 | K: -0.91
9: CCC(C)NC(=O)C1CCN(S(=O)(=O)N2CCCC2)CC1 (stereo not given)
  A: 5 | B: 1 | C: 6 | D: 9 | E: 9 | F: 8 | G: 0.9 | H: 1497 | I: 1 | J: 0.9 | K: 0.4
10: COc1ccc(C(=O)NCC(=O)OCC(=O)c2cc(OC)c(OC)c(OC)c2)cc1OC
  A: 3 | B: 0.9 | C: 4 | D: 20 | E: -4 | F: 19 | G: 0.8 | H: 1551 | I: -1 | J: 0.9 | K: /
11: CCn1c(SCC(=O)c2cc(OC)ccc2OC)nc2c1c(=O)n(C)c(=O)n2C
  A: / | B: 0.9 | C: / | D: 15 | E: / | F: 4 | G: 0.9 | H: / | I: 2 | J: 0.9 | K: /
12: Cc1ccc(-c2c(C)n([O-])c3c([n+]2=O)CCCCC3)o1
  A: -5 | B: 1 | C: 7 | D: 8 | E: 4 | F: 0 | G: 0.9 | H: 1544 | I: / | J: 1 | K: /
13: CCN(c1ccccc1)S(=O)(=O)c1ccc(OCc2c(C)noc2C)cc1
  A: -5 | B: 1 | C: -1 | D: 6 | E: 6 | F: 13 | G: 0.9 | H: 1406 | I: / | J: 0.9 | K: /
14: Cc1csc(SC(C)C(=O)NCC(=O)Nc2ccc(F)c(F)c2F)n1 (stereo not given)
  A: 1 | B: 1 | C: 14 | D: 2 | E: -3 | F: 3 | G: 1 | H: 1696 | I: 6 | J: 1 | K: -0.074
15: COc1ccccc1/C=C/CN1CCCC(CO)(Cc2cccc(Cl)c2)C1 (stereo not given)
  A: 5 | B: 1 | C: 1 | D: 13 | E: 1 | F: 19 | G: 0.9 | H: 1546 | I: -3 | J: 1 | K: -2
16: C=CCNc1cc(C(F)(F)F)nc(-c2ccccn2)n1
  A: 0 | B: 1.1 | C: 1 | D: 5 | E: -9 | F: 7 | G: 0.9 | H: 1352 | I: / | J: 0.9 | K: /
17: O=C(COc1ccc(Br)cc1)NNC(=S)NC(=O)c1ccccc1[N+](=O)[O-]
  A: 2 | B: 1.1 | C: -2 | D: 44 | E: 7 | F: 3 | G: 0.6 | H: 1580 | I: -7 | J: 0.9 | K: -1.7
18: CC(=O)N1CCN(S(=O)(=O)c2cccc(C(=O)OCC(=O)NC(=O)c3cccn3C)c2)CC1
  A: 4 | B: 1 | C: 5 | D: 4 | E: 5 | F: 7 | G: 1 | H: 1582 | I: -20 | J: 1 | K: 0.24
19: COc1ccc(C(=O)CSC2=C(C#N)C3(CCCCC3)C(C#N)=C(N)N2)cc1
  A: 1 | B: 0.9 | C: 4 | D: 23 | E: -6 | F: -1 | G: 0.8 | H: 1414 | I: / | J: 1 | K: 0.12
20: COc1ccc(OC)c(S(=O)(=O)N(C)CC(=O)N2CCN(c3ccccc3F)CC2)c1
  A: 1 | B: 0.9 | C: 4 | D: 15 | E: 5 | F: -2 | G: 0.8 | H: 1648 | I: -21 | J: 0.9 | K: -0.13
21: CCOC(=O)C(C(=O)OCC)N(C#N)c1nc(OC)nc(N(C)C)n1
  A: 5 | B: 1 | C: 8 | D: 5 | E: 13 | F: 9 | G: 0.9 | H: 1695 | I: / | J: 0.9 | K: /

In a second layout: 3 of the compounds above
Results follow in this order: PPARg SRC-2 ag | PMI act satM6P | PPARg SRC1 recr | Diaph inh CS | PPARg SRC3 recr | G6PDH CS | Diaph act CS | TR-FRET SRC-2 ct | S1P3 antagonist | PMI activator | ROMK primary
[14] Cc1csc(SC(C)C(=O)NCC(=O)Nc2ccc(F)c(F)c2F)n1 (stereo not given)
  1 | 1 | 14 | 2 | -3 | 3 | 1 | 1696 | 6 | 1 | -0.074
[15] COc1ccccc1/C=C/CN1CCCC(CO)(Cc2cccc(Cl)c2)C1 (stereo not given)
  5 | 1 | 1 | 13 | 1 | 19 | 0.9 | 1546 | -3 | 1 | -2
[16] C=CCNc1cc(C(F)(F)F)nc(-c2ccccn2)n1
  0 | 1.1 | 1 | 5 | -9 | 7 | 0.9 | 1352 | / | 0.9 | /

In a second layout: results already given
Every second line gives: PPARg SRC-2 ag	PMI act satM6P	PPARg SRC1 recr	Diaph inh CS	PPARg SRC3 recr	G6PDH CS	Diaph act CS	TR-FRET SRC-2 ct	S1P3 antagonist	PMI activator	ROMK primary
[17] O=C(COc1ccc(Br)cc1)NNC(=S)NC(=O)c1ccccc1[N+](=O)[O-]
 : 2	1.1	-2	44	7	3	0.6	1580	-7	0.9	-1.7
[18] CC(=O)N1CCN(S(=O)(=O)c2cccc(C(=O)OCC(=O)NC(=O)c3cccn3C)c2)CC1
 : 4	1	5	4	5	7	1	1582	-20	1	0.24
[19] COc1ccc(C(=O)CSC2=C(C#N)C3(CCCCC3)C(C#N)=C(N)N2)cc1
 : 1	0.9	4	23	-6	-1	0.8	1414	/	1	0.12

Ordered by value in ROMK primary (high to low): three from the list above.
| cpd | smiles | PMI act satM6P | S1P3 antagonist | PMI activator | ROMK primary |
| --- | --- | --- | --- | --- | --- |
| 1 | N#CCSCC(=O)Nc1ccccc1 | 1 | -42 | 0.9 | 0.33 |
| 2 | COc1ccc(N2CCN(Cc3nc4cc(Cl)ccc4c(=O)[nH]3)CC2)cc1 | 0.9 | 15 | 1 | -0.49 |
| 17 | O=C(COc1ccc(Br)cc1)NNC(=S)NC(=O)c1ccccc1[N+](=O)[O-] | 1.1 | -7 | 0.9 | -1.7 |
